D1 antag – human D1 dopamine receptor antagonism. AID 504652. activity change, negative = inhibition, % at 10 µM. HEK293 TREx D1 cells, calcium flux, dopamine EC80; hits give low values. 360,000 tested, 3.2% active. P21728; in the data active = activity change below about -30%; note: % is set by controls: 0 for no effect and ±100 for the full control effect
Target sequence (P21728 whole entry, looked up): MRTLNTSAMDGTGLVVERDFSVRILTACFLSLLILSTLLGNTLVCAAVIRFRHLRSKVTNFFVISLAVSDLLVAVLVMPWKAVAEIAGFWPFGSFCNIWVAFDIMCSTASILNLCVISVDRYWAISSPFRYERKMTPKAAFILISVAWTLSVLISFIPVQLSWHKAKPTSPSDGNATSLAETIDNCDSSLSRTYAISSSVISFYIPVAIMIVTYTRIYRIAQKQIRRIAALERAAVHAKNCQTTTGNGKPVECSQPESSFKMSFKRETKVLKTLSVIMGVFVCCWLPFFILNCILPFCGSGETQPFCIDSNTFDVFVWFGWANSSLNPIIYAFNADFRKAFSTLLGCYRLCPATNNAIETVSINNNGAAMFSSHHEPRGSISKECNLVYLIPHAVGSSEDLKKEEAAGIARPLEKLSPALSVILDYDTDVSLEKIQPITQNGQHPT
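Kinetic fluorescence of a calcium dye serves as the read-out. D1-expressing Hek293 Trex cells, induced overnight at 30 C, are exposed to compound for 180 s before an EC80 dopamine addition, then read 180 s further.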
RXFP1 antagonist – antagonists of human relaxin receptor RXFP1; 350,000 tested, 0.59% active; activity change, negative = inhibition, % at 57.5 µM; AID 1259400; HEK293-RXFP1, relaxin-stimulated cAMP HTRF, 30 min; hits give low values;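 active = activity change of -60% or lower, but not beyond a set lower limit; inconclusive = change between -60% and -40%, or beyond the set limit; inactive = change above -40%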; note: % is set by controls: 0 for no effect and ±100 for the full control effect
Anesthetic bind – binds horse apoferritin like a general anesthetic | P02791 | apoferritin/1-aminoanthracene competitive binding, fluorescence | Potency, µM (titrated, usually from 77.5 µM), for the others: at the highest dose activity change, negative = displacement, actives largely listed as inhibitors | 350,000 tested, 0.074% active | AID 485281; note: potency is the fitted concentration of half-maximal effect; % is set by controls: 0 for no effect and ±100 for the full control effect; nearly all actives have a fitted effect of over 20% in size
Target sequence (P02791 2-175 limits assumed): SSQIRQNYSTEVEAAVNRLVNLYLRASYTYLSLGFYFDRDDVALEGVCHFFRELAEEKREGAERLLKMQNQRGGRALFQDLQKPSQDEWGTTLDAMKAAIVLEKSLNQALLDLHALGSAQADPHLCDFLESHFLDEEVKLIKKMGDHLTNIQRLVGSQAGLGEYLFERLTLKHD
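Read-out: endpoint 1-AMA fluorescence, excitation 380 nm and emission 535 nm, after compounds sit 10 min at room temperature with 10 uM horse-spleen apoferritin in 50% saturated 1-AMA/PBS. Values come from four-parameter Hill fits.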
RXFP1 agonist – activates the human relaxin receptor RXFP1; HEK293T-RXFP1 cAMP TR-FRET, 30 min; response scale: percent of porcine relaxin response, buffer zero; 370,000 tested, 0.3% active; Q9HBX9; Potency, µM (top dose mostly 57.5 µM), for the others: top-dose activation, most hits filed as activators; note: potency is the fitted concentration of half-maximal effect; % is set by controls: 0 for no effect and ±100 for the full control effect; nearly all actives have a fitted effect of over 60% in size; many of its hits are not listed in these tables
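cAMP rise read by TR-FRET after 30 min, 37C compound exposure (up to 58 uM) in RXFP1-transfected HEK293 cells with Ro 20174 present. EC50 from Hill-equation fits, with 29 nM porcine relaxin as 100% and buffer as basal.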
D1 agonist – agonists of human D1 dopamine receptor; P21728; HEK293 T-REx D1 cells, calcium flux, agonist mode; activation, % at 2 µM; 360,000 tested, 1% active; AID 504660; in the data active = activation above about 30%; note: 0% is about no effect
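Inducible HEK293 T-REx D1 cells, force-coupled to calcium signalling, were plated at 4000 cells/well with tetracycline and held overnight at 30 C. After no-wash calcium dye loading, compound-evoked calcium rise over 180 s flagged agonists.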
D2 potentiator – D2 dopamine receptor (human) potentiation; HEK293 T-REx D2, calcium flux, EC20 dopamine potentiation; 340,000 tested, 0.34% active; P14416; potentiation, % at 10 µM; AID 485347;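 active = potentiation over 3 SD above the plate norm, cut at about 30% in these data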; note: 0% is about no effect
Target sequence (P14416 whole entry, looked up): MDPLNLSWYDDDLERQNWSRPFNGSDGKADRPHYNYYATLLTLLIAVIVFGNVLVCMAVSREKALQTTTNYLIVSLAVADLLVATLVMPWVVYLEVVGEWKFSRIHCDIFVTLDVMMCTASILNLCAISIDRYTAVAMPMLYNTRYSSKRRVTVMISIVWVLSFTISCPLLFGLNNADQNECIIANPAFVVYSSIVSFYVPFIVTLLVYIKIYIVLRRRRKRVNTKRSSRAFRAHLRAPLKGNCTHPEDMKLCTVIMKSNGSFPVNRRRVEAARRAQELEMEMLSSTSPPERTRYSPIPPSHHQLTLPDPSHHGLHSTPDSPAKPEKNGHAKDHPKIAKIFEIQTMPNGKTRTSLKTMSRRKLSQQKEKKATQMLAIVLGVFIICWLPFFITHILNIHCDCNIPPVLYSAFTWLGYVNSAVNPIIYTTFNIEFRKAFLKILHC
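Potentiation of an EC20 dopamine calcium response is measured in a force-coupled, tetracycline-inducible Hek293 Trex D2 line. Compound-only kinetic reads over 180 s flag agonists before dopamine addition.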
TRHR ag – activates the human TRH receptor | activation, % at 2 µM | P34981 | TRHR cells, calcium flux fluo-8, FDSS agonist mode | 360,000 tested, 0.18% active; in the data active = activation above about 30%; note: 0% is about no effect
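In this calcium-flux screen, cells bearing human TRHR are dye-loaded with fluo-8, baselined for 10 cycles, then exposed to library compounds; positive kinetic calcium responses during the agonist phase mark hits, with TRH as control.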
D1 PAM – enhances dopamine response at the human D1 receptor. HEK293 TREx D1 cells, calcium flux, dopamine EC20 potentiation. 360,000 tested, 0.036% active. potentiation, % at 10 µM. P21728; in the data active = potentiation above about 30%; note: 0% is about no effect
TRHR enhancer – TRH receptor (human) allosteric enhancement. P34981. TRHR cells, fluo-8 calcium fluorescence, EC20 TRH enhancement. enhancement, % at 2 µM. 360,000 tested, 0.66% active; in the data active = enhancement above about 30%; note: 0% is about no effect
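Enhancer read-out: after compound pinning and an initial kinetic agonist-mode read, an EC20 of TRH (10 nM final) was injected and fluo-8 calcium signal (Ex 480/Em 530) followed at 1 s/cycle for 100 cycles in TRHR-expressing cells.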
* = called active by the depositor; ? = inconclusive; . = no result given; & = joins results of further samples; [ ] = remark or other dose. Unless noted, calls come from the whole dose curve; as a rule, active = well fitted curve in the direction sought with a large enough effect; inconclusive = small, poorly fitted or top-dose-only effect, or another doubt; inactive = no such curve, though single readings can be large; an effect the other way counts as inactive or inconclusive. A portion of the library (hit frequency here may not be typical).

Preview:
SMILES	D1 antag	RXFP1 antagonist	Anesthetic bind	RXFP1 agonist	D1 agonist	D2 potentiator	TRHR ag	D1 PAM	TRHR enhancer
COc1ccc(S(=O)(=O)N(CC(=O)N/N=C/c2cccs2)c2ccc(C)cc2)cc1OC	9	-3	8%	-0.9%	3	-3	1.2	5	0
COc1ccc(C(=O)OCC(=O)Nc2ccc(Cl)c(C(F)(F)F)c2)c(OC)c1OC	-11	-15	-8%	2.1%	5	-13	1.5	-9	-6

The whole of this part (from the top)
SMILES	D1 antag	RXFP1 antagonist	Anesthetic bind	RXFP1 agonist	D1 agonist	D2 potentiator	TRHR ag	D1 PAM	TRHR enhancer
COc1ccc(S(=O)(=O)N(CC(=O)N/N=C/c2cccs2)c2ccc(C)cc2)cc1OC	9	-3	8%	-0.9%	3	-3	1.2	5	0
COc1ccc(C(=O)OCC(=O)Nc2ccc(Cl)c(C(F)(F)F)c2)c(OC)c1OC	-11	-15	-8%	2.1%	5	-13	1.5	-9	-6
CCn1cc([N+](=O)[O-])c(C(=O)Nc2nc(-c3ccc(C)c(C)c3)c(C)s2)n1	-11	18	-21%	1.9%	4	3	-0.2	-8	21
Cc1nnc(NC(=O)CCC(=O)NC2CCCCCCC2)s1	-20	3	-49%	0.6%	5	9	-0.1	-3	7
N#Cc1sc2nc3c(c(-c4cccnc4)c2c1N)CCC3	22	-8	-12%	6.2%	-3	18	-0.3	-6	2
Cc1ccc(-c2c[nH]c(=S)n2-c2ccccc2F)cc1	-6	-25	-2%	1.9%	2	-8	-1.9	-4	-1
COc1ccc(NC(=O)CCCC2CCCCC2)c(OC)c1	2	-15	-3%	0.5%	2	2	1.7	-14	1
CCC(Oc1ccccc1)C(=O)NCc1ccc(S(N)(=O)=O)cc1 (centres undefined)	-10	-12	-8%	0.2%	3	-2	0.5	-10	4
O=C(/C=C/c1ccccc1)NC(=S)Nc1ccccc1	-16	5	-15%	-3.6%	0	-6	0.4	14	2
Cc1ccc(-n2ncc(-c3nn[nH]n3)c2N)cc1	-19	-6	-3%	0.8%	3	-3	-1.7	-1	-1
O=C(Nc1ccc2c(c1)OCO2)c1nn(-c2ccccc2)c(=O)c2ccccc12	5	-25	-14%	1.3%	2	-1	0.2	1	-4
O=S(=O)(NCc1ccc(F)cc1)c1cc(Br)ccc1Br	10	.	.	0.9%	11	-15	3.1	5	-8
CCN(C(=O)CSc1nc2ccccc2c2nc(CCn3c(C)nc4ccccc43)nn12)c1cccc(C)c1	-7	-8	-9%	3.6%	4	5	-0.6	-3	-2
Cc1c(C(=O)N2CCOCC2)oc2ccccc12	-9	-1	.	-0.6%	0	-24	-0.3	-5	-3
OCCNc1nc(Nc2ccc(Br)cc2)nc2ccccc12	-26	-13	-9%	-4.3%	7	4	1.3	-16	3
Cc1ccc(S(=O)(=O)N(Cc2ccc(C(F)(F)F)cc2)C(=O)N2CCN(C)CC2)cc1	-9	-4	.	1.4%	6	-12	1.2	-3	-7
Cc1ccc(C(=O)c2cccc(N)c2)cc1C	-1	-1	-18%	-1.6%	-2	4	-0.4	-4	-1
CN(CCc1ccccn1)C(=O)Nc1cc(Cl)cc(Cl)c1	-22	9	-9%	-0.1%	0	-13	-1.1	-4	-2
O=C(/C=C/NNC(=O)c1ccc(Br)cc1)c1ccccc1	-13	-7	-15%	-0.2%	2	-13	-0.2	8	-1
CCOC(=O)c1c(C)[nH]c(C)c1C(=O)COC(=O)c1ccc([N+](=O)[O-])s1	-21	-4	.	-0.8%	4	1	0.2	-7	-10
CC(C)Oc1ccc(Nc2ncnc3ccccc23)cc1	-11	-5	-6%	-0.4%	2	0	-0.2	-8	6
COc1cc(S(=O)(=O)n2c(C)nc3ccccc32)ccc1F	-9	5	1%	2.2%	0	-4	0.4	-6	0
Cn1nccc1C(=O)OCC(=O)Nc1ccccc1Cl	-4	-34	-5%	-0.8%	2	-5	0.4	-4	2
CC(C)n1c(SCC(=O)Nc2ccccc2)nc2c1c(=O)n(C)c(=O)n2C	3	-5	5%	1.4%	0	0	0.0	-3	4
COc1ccc(-c2nc(NC(=O)c3ccccc3)sc2-c2ccc([N+](=O)[O-])cc2)cc1	10	.	-15%	4.0%	9	-2	3.5	5	2
O=C(Nn1cnc2ccccc2c1=O)C1CCCCC1	-30*	-8	-13%	2.1%	3	13	-0.4	1	9
O=C(CN1CCN(C(c2ccccc2)c2ccccc2)CC1)N1CCN(c2ccccc2)CC1	-5	-11	-17%	-0.3%	2	-15	0.2	1	1
O=C(NCCCO)C(=O)NCc1ccccn1	0	-18	1%	2.6%	4	-7	0.3	-1	0
COc1ccc(CCNC(=O)CN(c2cccc([N+](=O)[O-])c2)S(C)(=O)=O)cc1	-4	9	-10%	3.0%	3	11	-0.8	-6	-2
C=CCn1c(=O)c2ccccc2n2c(SCC(=O)O)nnc12	5	6	6%	15%	3	-3	1.7	-3	8
O=c1[nH]c(C2CCCN(S(=O)(=O)c3ccccc3)C2)nc2c1nnn2Cc1cccc(Cl)c1 (centres undefined)	2	4	-11%	-0.3%	3	6	-0.4	2	4
Cc1cccc(NC(=O)CCS(=O)(=O)c2cccc3nsnc23)c1C	8&-2	-8	-13%&-10%	5.2%&1.0%	0&2	-12&2	-0.5&-0.4	3&0	5&-3
CCCS(=O)(=O)c1c(S(=O)(=O)CCC)c2ccc(C(C)=O)cn2c1C(=O)OC	-11	?	3%	2.0%	0	-3	-0.2	8	13
CCN1C(=O)[C@@H]2[C@@H](c3ccc(-c4ccc5c(c4)OCO5)c(OC)c3)N3CCC[C@@]3(C(=O)OC)[C@@H]2C1=O	0	.	.	0.4%	2	2	0.0	-7	4
Cn1c(SCC(=O)NC2CCCCC2)nnc1-c1cccc(N)c1	-7	-6	-3%	0.9%	3	-1	0.0	-1	13
O=C(O)Cc1coc(-c2ccc(F)cc2)n1	-3	0	-1%	0.5%	1	5	0.2	1	4
CCOc1ccc(C(=O)Cn2cnnc2C#N)cc1	-3	-1	-3%	-0.7%	0	.	-0.3	1	3
O=C(NCc1cccnc1)C(=O)C1C(=O)Nc2ccccc21 (centres undefined)	11	-6	6%	2.7%	6	-4	1.3	-3	-5
CCCCCCCC(=O)N1CCN(c2cc3c(cc2F)c(=O)c(C(=O)O)cn3CC)CC1	1	5	-7%	5.7%	1	2	-0.8	-3	1
O=C(CSc1nc2ccccc2c(=O)[nH]1)N1CCN(c2ccccc2F)CC1	-1	-32	-7%	3.0%	1	29	-0.5	-6	3
CC1CCCN(C(=O)COC(=O)c2cc(-c3cccs3)nn2-c2ccccc2)C1 (centres undefined)	9	-7	.	-2.0%	19	4	-0.4	11	9
CCCN(C(=O)COc1ccc(Cl)cc1Cl)c1c(N)n(Cc2ccccc2)c(=O)[nH]c1=O	.	2	-11%	-1.7%	-1	-8	0.2	-2	-4
Cc1noc(C)c1CS(=O)(=O)c1ccc(Br)cc1	-8	11	-7%	2.0%	1	-9	0.5	0	-3
COc1ccc(N(CC(=O)NCCC2=CCCCC2)S(=O)(=O)c2ccccc2)c(OC)c1	18	1	32%[activator]	1.3%	5	7	-1.3	.	-4
CCN(CC)S(=O)(=O)c1ccc2c(c1)N(CC(=O)NCCc1ccc(OC)c(OC)c1)C(=O)CO2	6	-22	3%	-0.4%	3	-11	0.6	0	-3
COc1nc(-c2cccs2)cc(-c2ccc(C)cc2)c1C#N	-5	-12	-8%	4.0%	4	1	0.4	-6	-3
CCOC(=O)c1ccc(NC(=O)CSc2nccn2Cc2ccc(OC)cc2)cc1	6	-6	?	1.3%	3	12	0.2	-2	3
Cc1cccc(N2CC(C(=O)Nc3nnc(SCC(=O)Nc4nccs4)s3)CC2=O)c1 (centres undefined)	4	-14	-11%	1.1%	0	2	0.2	3	8
Cc1ccc(NC(=O)COC(=O)C2CC2)cc1Cl	-15	-1	.	1.2%	1	6	0.0	-1	5
O=C(Cc1ccccc1)NC(NC(=O)Cc1ccccc1)c1cccc([N+](=O)[O-])c1	2	-1	2%	-1.1%	5	8	-1.1	-6	7
CCc1ccccc1Nc1ncnc2ccccc12	-60*	0	-7%	3.3%	7	5	0.1	-8	4
O=C(Nc1cc([N+](=O)[O-])ccc1Cl)C1CC1	1	-4	-8%	0.6%	3	8	0.1	1	3
O=S(=O)(Cc1ccccc1)c1ccccc1-c1nnc(-c2ccccc2)o1	21	9	-7%	2.8%	6	.	0.3	0	-4
CC1=CC2=NC(=O)/C(=C\c3cn(C)c4ccccc34)C(=N)N2O1	-1	8	-1%	24%	0	.	-2.0	-2	0
CCCN(CCC)CCCNC(=O)c1cc2c(=O)oc3ccc(C)cc3c2s1	-2	.	-8%	18%	-1	4	-0.1	-3	26
O=C(NC1CC1)C1CCN(C(=O)c2ccc(Cl)cc2Cl)CC1	2	8	5%	2.8%	3	.	0.1	-2	-1
NC(=O)c1cc(C(=O)Cc2ccc(Cl)cc2)c[nH]1	-6	12	-10%	0.3%	1	-5	0.2	2	-3
CC(=O)Oc1ccc(N(C(C)=O)S(=O)(=O)c2cccs2)cc1	8	-11	3%	-0.4%	5	19	-1.1	-8	2
CN(C)c1cccc(-c2nnc(SCCCC#N)o2)c1	7	23	-14%	8.7%	-3	11	0.5	0	12
COc1ccc(OCC(=O)O/N=C(\N)Cc2cccs2)cc1	2	19	2%	-0.1%	3	.	0.3	-6	-6
(further entries)
SMILES	D1 antag	RXFP1 antagonist	Anesthetic bind	RXFP1 agonist	D1 agonist	D2 potentiator	TRHR ag	D1 PAM	TRHR enhancer
O=S(=O)(NN=C1CCCCCCC1)c1ccc(Br)cc1	14	-6	-8%	-0.8%	0	1	-0.2	10	1
CCOC(=O)c1sc(N)c(C#N)c1COC(=O)CNC(=O)c1cc(OC)c(OC)c(OC)c1	-3	4	-22%	2.3%	2	-14	4.3	-5	0
COC(=O)CN1C(=O)C(O)(CC(=O)c2ccc(C)cc2)c2cc(Br)ccc21 (centres undefined)	-5	.	5%	-0.1%	0	1	-0.2	18	5
Cc1ccc(S(=O)(=O)NCc2ccc(C(=O)NCCc3cccc(C)c3)cc2)cc1	0	-14	0%	-0.9%	5	-8	-0.1	5	22

Four compounds from above, limited to TRHR enhancer and D1 PAM.
structure | TRHR enhancer | D1 PAM
Cc1ccc(S(=O)(=O)NCc2ccc(C(=O)NCCc3cccc(C)c3)cc2)cc1 | 22 | 5
O=S(=O)(NN=C1CCCCCCC1)c1ccc(Br)cc1 | 1 | 10
CCOC(=O)c1sc(N)c(C#N)c1COC(=O)CNC(=O)c1cc(OC)c(OC)c(OC)c1 | 0 | -5
COC(=O)CN1C(=O)C(O)(CC(=O)c2ccc(C)cc2)c2cc(Br)ccc21 (centres undefined) | 5 | 18

Compound activity as filed in PubChem BioAssay.
